Assay outcomes deposited in PubChem by National Center for Advancing Translational Sciences (NCATS).
Pol iota inh: qHTS for Inhibitors of Polymerase Iota; DNA polymerase iota (Homo sapiens), Q9UNA4; Pol iota fluorescent replication assay, 10 min; Potency, µM (series often up to 115 µM), without a hit: at the highest dose activity, negative = inhibition, usual class: inhibitors; 1% of 390,000 active; AID 588590, 2011
Target sequence (Q9UNA4 whole entry, looked up): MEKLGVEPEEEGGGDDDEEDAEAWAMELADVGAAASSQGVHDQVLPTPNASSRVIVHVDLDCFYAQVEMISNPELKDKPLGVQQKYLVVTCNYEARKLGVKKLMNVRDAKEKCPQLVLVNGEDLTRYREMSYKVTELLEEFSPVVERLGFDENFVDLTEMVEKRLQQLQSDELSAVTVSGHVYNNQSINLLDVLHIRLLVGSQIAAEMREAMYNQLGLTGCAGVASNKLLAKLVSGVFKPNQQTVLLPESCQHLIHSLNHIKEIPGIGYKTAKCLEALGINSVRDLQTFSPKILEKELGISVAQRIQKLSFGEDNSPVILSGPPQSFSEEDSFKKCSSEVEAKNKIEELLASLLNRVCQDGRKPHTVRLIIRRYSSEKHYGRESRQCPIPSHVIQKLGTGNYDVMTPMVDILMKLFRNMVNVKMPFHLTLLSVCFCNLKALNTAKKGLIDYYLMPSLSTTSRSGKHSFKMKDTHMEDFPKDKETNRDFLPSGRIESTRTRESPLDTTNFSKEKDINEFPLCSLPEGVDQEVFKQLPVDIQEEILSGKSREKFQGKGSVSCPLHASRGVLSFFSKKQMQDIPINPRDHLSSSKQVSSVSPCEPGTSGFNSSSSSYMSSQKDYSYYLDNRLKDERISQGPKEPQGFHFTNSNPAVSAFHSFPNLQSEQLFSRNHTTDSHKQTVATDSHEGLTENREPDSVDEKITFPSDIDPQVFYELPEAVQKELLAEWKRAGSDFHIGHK
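Fluorescent replication assay read twice, at 0 min and 10 min after adding 50 nM (final) substrate. Enzyme (10 nM) and compounds were first incubated 15 min at room temperature; enzyme-free buffer wells were negative controls.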
BAZ2B inh: qHTS Assay for Inhibitors of BAZ2B; AlphaScreen BAZ2B-H3K14Ac peptide displacement; AID 504333, 2011; Potency, µM (series often up to 114 µM), without a hit: at the top dose activity change, negative = inhibition, hits mostly inhibitors; 4.4% of 360,000 active; also: % is scaled to controls: 0 for no effect and ±100 for the full control effect; nearly all actives have a fitted effect of over 60% in size
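Protein-peptide AlphaScreen: BAZ2B 50 nM, b-H3K14Ac 50 nM, 1x PBS pH 7.4 + 0.01% Tween-20. Preincubation 30 min RT; cpd 30 min RT (top 110 uM); beads 20 min RT, light-protected.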
Pin1 inhibitor: qHTS Assay to Find Inhibitors of Pin1; Peptidyl-prolyl cis-trans isomerase NIMA-interacting 1 (Homo sapiens), Q13526; Pin1 FP peptide displacement, HiFluor488, 10 min; Potency, µM (top dose mostly 115 µM), for inactives: at the highest dose activity, negative = inhibition, actives largely listed as inhibitors; 0.009% of 390,000 active; AID 504891, 2011; active = well fitted inhibition curve with a large enough effect in the polarisation, with a control signal flat, not every such curve was filed as active; inconclusive = small, poorly fitted or top-dose-only effect, or effect the other way, or a change in a side signal; inactive = no such curve, though single readings can be large or run the other way; the % refers to the polarisation; also: % is scaled to controls: 0 for no effect and ±100 for the full control effect
Target sequence (Q13526 whole entry, looked up): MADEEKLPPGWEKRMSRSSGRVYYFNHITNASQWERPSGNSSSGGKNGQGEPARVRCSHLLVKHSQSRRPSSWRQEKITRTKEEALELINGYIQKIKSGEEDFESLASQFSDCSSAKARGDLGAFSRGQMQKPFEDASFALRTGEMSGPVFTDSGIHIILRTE
G9a inh: qHTS Assay for Inhibitors of Histone Lysine Methyltransferase G9a; Histone-lysine N-methyltransferase EHMT2 (Homo sapiens), Q96KQ7; G9a H3K9 monomethylation, AlphaScreen, 2 h; Potency, µM (titrated, usually from 102 µM), for the others: top-dose activity, negative = inhibition, actives largely listed as inhibitors; 8.8% of 350,000 active; also: % is scaled to controls: 0 for no effect and ±100 for the full control effect; nearly all actives have a fitted effect of over 75% in size
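Quantitative HTS format: methyltransferase activity on a biotin-tagged H3K9 peptide is measured by AlphaScreen, using a rabbit anti-monomethyl-H3K9 antibody with streptavidin donor and anti-IgG acceptor beads. Final levels are 20 nM enzyme, 500 nM peptide, 20 uM SAM; 2 h RT.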
HP1b binding inh: HTS for Inhibitors of HP1-beta Chromodomain Interactions with Methylated Histone Tails | Potency, µM (titrated, usually from 114 µM), without a hit: at the top dose activity change, negative = inhibition, actives largely listed as inhibitors | 0.56% of 390,000 active | AlphaScreen HP1-beta / biotin-H3K9me3 peptide binding; also: nearly all actives have a fitted effect of over 70% in size; inactives centre near 23
Target sequence (P83916 whole entry, looked up): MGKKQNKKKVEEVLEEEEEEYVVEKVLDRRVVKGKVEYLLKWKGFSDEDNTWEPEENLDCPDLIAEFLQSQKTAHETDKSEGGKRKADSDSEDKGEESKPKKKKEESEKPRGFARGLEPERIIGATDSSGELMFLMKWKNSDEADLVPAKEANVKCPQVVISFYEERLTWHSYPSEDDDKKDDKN
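HP1-beta protein (50 nM final) preincubated 30 min at room temperature with biotinylated H3(1-18)K9me3 peptide (50 nM) in PBS pH 7.4, 0.01% Tween-20, then compound added for 30 min. AlphaScreen streptavidin donor/nickel chelate acceptor beads (10 ug/mL final), 30 min dark, luminescence read.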
BLM inh: qHTS Assay for Inhibitors of Bloom's syndrome helicase (BLM) | RecQ-like DNA helicase BLM (Homo sapiens), P54132 | recombinant BLM DNA unwinding, fluorescence dequenching | Potency, µM (doses to about 56.1 µM), for inactives: at the highest dose activity change, negative = inhibition, actives largely listed as inhibitors | 0.2% of 350,000 active | AID 2528, 2010;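 also: plate controls were vehicle for no effect and no enzyme for full effect; nearly all actives have a fitted effect of over 35% in size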
JMJD2A Tudor: qHTS Assay for Inhibitors of JMJD2A-Tudor Domain | AlphaScreen JMJD2A-Tudor / H3K4me3 peptide binding | Potency, µM (doses to about 114 µM), inactives show top-dose activity change, negative = inhibition, most hits filed as inhibitors | 4.4% of 390,000 active; also: % is scaled to controls: 0 for no effect and ±100 for the full control effect; nearly all actives have a fitted effect of over 50% in size
Tb PGK inh: qHTS Assay to Find Inhibitors of Phosphoglycerate Kinase | Phosphoglycerate kinase, glycosomal (Trypanosoma brucei brucei), P07378 | PGK/GAPDH coupled, Kinase-Glo luminescence, 60 min | Potency, µM (titrated, usually from 57.5 µM), for the others: at the top dose activity change, negative = inhibition, most hits filed as inhibitors | 0.043% of 380,000 active | AID 602233, 2012; also: % is scaled to controls: 0 for no effect and ±100 for the full control effect; nearly all actives have a fitted effect of over 60% in size
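Recombinant glycosomal PGK reaction used 1,3-bisphosphoglycerate generated in-well by GAPDH (100nM final) in 100mM TEA pH 7.6, 5mM MgCl2, 0.01% Tween-20. After 60 minutes at room temperature, ATP was read by Kinase-Glo Plus luminescence end-point.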
GLS inhibitor: qHTS for Inhibitors of Glutaminase (GLS). Glutaminase kidney isoform, mitochondrial (Homo sapiens), O94925. GLS enzymatic activity, qHTS titration. Potency, µM (series often up to 45.5 µM), inactives show at the top dose activity change, negative = inhibition, hits mostly inhibitors. 0.21% of 410,000 active; also: % is scaled to controls: 0 for no effect and ±100 for the full control effect
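Glutamate formation by hKGA was monitored fluorometrically using coupled glutamate oxidase, HRP and Amplex Red. Substrate was added as 1 mM L-glutamine solution; incubation was 30 min at RT after an initial read.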
* marks the source's active call; other numbers are inactive results; i = inactive; ? = inconclusive; · = not tested or not shown; & = joins results of further samples; [ ] = dose if it differs, or a comment. Unless noted, calls follow the shape of the dose curve; as a rule, active = well fitted curve in the direction sought with a large enough effect; inconclusive = small, poorly fitted or top-dose-only effect, or another doubt; inactive = no such curve, though single readings can be large; an effect the other way counts as inactive or inconclusive. Potency is read from the fitted curve at half-maximal effect.

The line under a structure holds: Pol iota inh, BAZ2B inh, Pin1 inhibitor, G9a inh, HP1b binding inh, BLM inh, JMJD2A Tudor, Tb PGK inh, GLS inhibitor
1: O=C(C[C@H]1C/C=C\C[C@H](NC(=O)OCC2c3ccccc3-c3ccccc32)C(=O)OC[C@@H]2CCCN2C1=O)NCCO
  -4%, ·, -13%, ·, 71%[activator], ·, -5%, -6%, 0%
2: CCOc1ccc(Nc2nc3c(c(=O)[nH]2)CCCC3)cc1
  1%, 5%, 2%, -49%[12.7 µM], 18%, 0%, -11%, -2%, 8%
3: Oc1oc(-c2ccc(Br)cc2)nc1/C=N/c1ccccn1
  71%[activator], -3%, 11%, -4%, 24%, -1%, -16%, 0%, 0%
4: Cc1ccnc(NC(=O)Nc2ccc(F)cc2)c1
  -1%, 11%, -4%, 13%[59 µM], 24%, -4%, 11%, -5%, -4%
5: Nc1nonc1-n1nnc(C(=O)N/N=C/c2ccc(OCc3ccccc3F)cc2)c1CNc1ccccc1
  1%, -13%, 1%, 15%, 78%[activator], -6%, 1%, -3%, -3%
6: C[C@H](CO)N1C[C@H](C)[C@@H](CN(C)C(=O)NC2CCCCC2)Oc2ccc(NS(=O)(=O)c3ccc(F)cc3)cc2C1=O
  36%[activator], ·, -6%, ·, 50%[activator], ·, -23%, -5%, 0%
7: CC(C)c1ccc(S(=O)(=O)N2CCN(C(=O)C3CCCCC3)CC2)cc1
  -1%, -11%, 0%, -4%, 37%, -3%, 0%, -7%, -4%
8: O=C(NCC1CCCO1)C1CC(=O)N(C2CCCC2)C1 (stereo unspecified)
  5%, 2%, 0%, -7%, 28%, -6%, -10%, -6%, -1%
9: COc1cc(C2c3sc(=O)[nH]c3SC3C(=O)N(c4ccc(C)cc4)C(=O)C32)ccc1O (stereo unspecified)
  9%, ?, -3%, ?, 1%, -8%, -32%, i, 31%[activator]
10: Cc1c(Cl)cccc1NC(=O)CSc1ncnc2c1cnn2CCc1ccccc1
  -6%, -2%, -1%, 6%, 35%[activator], -6%, -4%, i, -7%
11: CCCC(=O)n1nc(-c2ccco2)nc1SCc1ccccc1
  10%, 87%[activator], -5%, 22%, 29%, -9%, 41%[activator], -8%, 2%
12: Cc1cccc(-n2c(=O)c3c(c4cc(C)ccc4n3C)n(CC(=O)NCCC3=CCCCC3)c2=O)c1
  8%, -5%, 2%, 0%[59 µM], 33%, -3%, -7%, 9%, 0%
13: CCCN(CCC)CCCNC(=O)c1cc2c(-c3ccc(OC)c(OC)c3)nn(C)c2s1
  ?, -2%, 1%&-10%, -2%, 29%&10%, -8%&-14%, -22%&-25%, -4%&7%, -3%&28%
14: Cc1ccc(S(=O)(=O)NCCC(=O)NCCOc2ccccc2)cc1
  31%[activator], -6%, -1%, -1%, 9%, ·, -12%, i, 2%
15: Cc1cc(C)cc(N2C(=O)CS(=O)(=O)C23C(=O)N(C)c2ccccc23)c1 (stereo unspecified)
  13%, 0%[57.1 µM], 1%, ?, -3%, 0%, -17%, -1%, 5%
16: CN(C)S(=O)(=O)c1ccc(Cl)c(C(=O)NNC(=O)Cn2ccc(C(F)(F)F)n2)c1
  38%[activator], 9%, -12%, 11%, 34%, ·, -10%, -6%, 0%
17: Cc1cc(C)c2c(N)c(C(=O)N/N=C/c3cccnc3)sc2n1
  24%, -31%, 2%, 7%[59 µM], 22%, 0%, -23%, i, 3%
18: CN(C)S(=O)(=O)c1ccc2c(c1)N(CC(=O)Nc1ccc(OC(F)(F)F)cc1)C(=O)CS2
  -13%, -4%, 19%, 5%[59 µM], 35%[activator], -8%, -21%, -9%, 2%
19: Cc1cc(-c2ccc(NC(=O)[C@@H]3CCCC[C@@H]3C(=O)O)c(C)c2)ccc1NC(=O)[C@@H]1CCCC[C@@H]1C(=O)O
  27%, -30%, 0%, ?, 15%, 1%, -13%, -1%, 14%
20: CSC1=NCCN1C(=O)c1cccc(C(F)(F)F)c1
  18%, -2%, -6%, -16%, 19%, 2%, 0%, -11%, 9%
21: COc1ccc(-n2c(=O)cc(N3CCN(c4ccccc4)CC3)[nH]c2=O)cc1
  0%, -24%, 1%, -29%, 13%, 1%, 3%, i, 10%
22: O=C(NC1=NCCS1)c1cccc(N2C(=O)c3ccccc3C2=O)c1
  -20%, -6%, -1%, 36%[activator][59 µM], 40%[activator], 1%, -15%, 0%, 9%
23: O=C(OC1CCOC1=O)c1cc(-c2cccc(Br)c2)nc2ccccc12 (stereo unspecified)
  36%[activator], -11%, 9%, -3%, -4%, -10%, -13%, -9%, -29%
24: CC(Oc1ccc(Cl)cc1Cl)C(=O)NCCN1CCOCC1 (stereo unspecified)
  15%, 11%, -3%, -5%, 22%, -1%, 6%, 2%, -5%
25: CSC1=C(C#N)C(c2ccc3c(c2)OCO3)C2=C(CCCC2=O)N1 (stereo unspecified)
  12%, 2%, 6%, ?, 24%, -4%, -17%, -2%, 2%
26: CC(OC(=O)c1ccc(-n2cnnn2)cc1)C(=O)Nc1ccc(F)c(F)c1F (stereo unspecified)
  40µM*, -29%, 39%[activator], 11%[12.7 µM], 30%, ·, -25%, -11%, -4%
27: Cc1ccc(C(=O)Nn2cnnc2)cc1S(=O)(=O)N1CCOCC1
  -20%, -19%, -1%, -43%, 54%[activator], 0%, 4%, -9%, -5%
28: CC1(C)CC(=O)C2=C(C1)NC(Nc1nc3ccccc3o1)=NC2c1ccccn1 (stereo unspecified)
  53%[activator], -13%, -8%, 90%[activator][59 µM], 13%, -6%, -26%, i, -19%
29: O=C1CC2(CCN(C(=O)c3ccc([N+](=O)[O-])cc3)CC2)Oc2ccccc21
  29%, -7%, -1%, -30%, 21%, ·, -31%, -2%, -14%
30: COc1ccc(C)cc1NS(=O)(=O)c1ccc(Br)s1
  31%[activator], 0%, -1%, 19%[2.33 µM], 40%[activator], -5%, -8%, -3%, 11%
31: CC(=O)c1cccc(NC(=O)CCCCCn2nnc3ccccc3c2=O)c1
  150%[activator], -1%, -5%, 15%, 25%, -1%, -13%, -8%, -7%
32: O=C(O)c1cccc(NC(=O)c2ccc(COc3ccc(Cl)cc3)cc2)c1
  -1%, -21%, -10%, -32%, 11%, 1%, -24%, -3%, 1%
33: COc1ccc(Cl)cc1NC(=S)NNC(=O)c1cccnc1
  75%[activator], 5%, -5%, 25µM*, 3%, 5%, -25%, -3%, 5%
34: Nc1cccc2c1C(=O)N(C(=O)/C=C/c1ccc(F)cc1)C2=O
  ?, -13%, ?, -10%, 25%, -6%, -9%, -1%, -6%
35: Cc1ccc(C(=O)NCC(=O)OCC(=O)c2ccc3c(c2)NC(=O)CO3)cc1C
  18%, -61%, 0%, -47%, 1%, -27%, -10%, -1%, -14%
36: CCN(C(=O)CSc1nnc(-c2ccc(F)cc2)c2ccccc12)C1CCS(=O)(=O)C1 (stereo unspecified)
  6%, -11%, 0%, 35µM*, 15%, -3%, -22%, -8%, -1%
37: N/C(=N\OC(=O)CCCN1C(=O)c2ccccc2C1=O)c1ccccn1
  39%[activator], -7%, 4%, ?, 17%, 0%, -6%, 5%, 0%
38: C=CCn1c(CNc2ccc(C)cc2)nnc1SCC(=O)N/N=C/c1ccc(O)cc1O
  -8%, ?, -5%, 55%[activator][59 µM], 12%, -4%, -24%, -6%, 28%
39: COc1ccc(C2=CC(c3cc(OC)c(OC)c(OC)c3)NC(=S)N2)cc1 (stereo unspecified)
  ?, -28%, ?, 6.3µM*, -16%, 0%, -19%[11.4 µM], -5%, -14%
40: CCONC(=NC)c1nonc1N
  25%, 7%, 0%, -7%[59 µM], 35%, -3%, -5%, -2%, -3%
41: COc1ccc(S(=O)(=O)N2CCCCC2)cc1NS(=O)(=O)c1cc(Cl)ccc1Cl
  18%, -3%, 0%, -50%[59 µM], 25%, 4%, -8%, -7%, 9%
42: COc1ccc(C2C=C3CNS(=O)(=O)C3CC2OC(=O)c2ccc(Cl)cc2)cc1 (stereo unspecified)
  1%, ·, 4%, ·, 13%, -16%, -30%, ·, ·
43: Cc1csc2nc(COC(=O)c3cccc(NC(=O)COc4ccc(Cl)cc4)c3)cc(=O)n12
  -5%, 0%, 33%[activator], 2%[12.7 µM], 33%, 1%, 7%, -2%, 8%
44: COc1ccc(NC(=O)C(=O)NCCCO)cc1Cl
  78%[activator], -12%, -2%, 1%, 0%, -2%, -3%, -9%, 8%
45: CC(C)(C)NC(=O)NC(=O)COC(=O)CCC1CCCC1
  48%[activator], 12%, ?, 16%[59 µM], 42%[activator], -6%, -1%, 11%, -4%
46: Cc1ccc(NC(=O)c2c(C)nc3sc(C(=O)Nc4ccc(F)cc4)c(N)c3c2-c2ccc(C)o2)c(C)c1
  38%[activator], -4%, ?, 11%[59 µM], 36%, -9%, 0%, 2%, 5%
47: Cc1cccc(CN2CCC(CNC(=O)CSc3cc(=O)n(C)c4cc(Cl)ccc34)CC2)c1
  -7%, -2%, 43%[activator], 0%[59 µM], 29%, -8%, -3%, 1%, 0%

Some of these compounds in order of formula weight, lowest first:
The line under a structure holds: Pol iota inh, BAZ2B inh, Pin1 inhibitor, G9a inh, HP1b binding inh, BLM inh, JMJD2A Tudor, Tb PGK inh, GLS inhibitor
40: CCONC(=NC)c1nonc1N
  25%, 7%, 0%, -7%[59 µM], 35%, -3%, -5%, -2%, -3%
41: COc1ccc(S(=O)(=O)N2CCCCC2)cc1NS(=O)(=O)c1cc(Cl)ccc1Cl
  18%, -3%, 0%, -50%[59 µM], 25%, 4%, -8%, -7%, 9%
47: Cc1cccc(CN2CCC(CNC(=O)CSc3cc(=O)n(C)c4cc(Cl)ccc34)CC2)c1
  -7%, -2%, 43%[activator], 0%[59 µM], 29%, -8%, -3%, 1%, 0%

The list is partial; count on the stated rates, not on these rows.
